# High-throughput results (PubChem)
# UPR CHOP act – activators of apoptotic arm of unfolded protein response (CHOP). activation, % at 10 µM. CHO-CHOP luciferase reporter, UPR activation, luminescence; percent of tunicamycin response over DMSO baseline. AID 449763. 330,000 tested, 0.34% active;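 active = at 10 µM dose, activation of 40% or more, normalized to positive control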;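 note: 100% = tunicamycin at 10 µg/mL and 0% = DMSO alone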
#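 System: CHO CHOP reporter cells. Amount: 500 cells per well. Buffer or medium: F12 medium, 10% FBS. Compound dosing: one dose, 10 µM in 0.5% DMSO. Incubation: 6 h compound exposure at 37 °C after overnight seeding. Technique: Steady-Glo luciferase luminescence. Benchmarks: tunicamycin and DMSO controls.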
# tim10-1 inh – tim10-1 yeast growth inhibition; S. cerevisiae tim10-1 ts strain growth, BacTiter-Glo, 24 h; inhibition, % at 20 µM; 330,000 tested, 2.2% active; AID 463190;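 active = inhibition of at least 40%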;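 note: mutant grown at 25 °C; 0% = DMSO wells with yeast and 100% = wells holding no yeast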
# APJ ag – agonists of human APJ apelin receptor; CHO-K1 APJ PathHunter beta-arrestin, luminescence; 0% DMSO wells, 100% apelin; activation, % at 20 µM; 330,000 tested, 0.11% active; AID 2520;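 active = activation more than six SD over the plate average, tested at 20 µM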;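 note: 0% = DMSO alone and 100% = apelin-13 at 10 nM; some results filed as inactive read as strong as hits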
#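 Assay system – PathHunter CHO-K1 APJ (AGTRL-1) beta-arrestin reporter cells · Compound – one dose, 20 µM compound, 1% DMSO · Timing – compound 90 min 25 °C, reagent 1 h · Measured by – luminescence from split beta-galactosidase complementation, Galacton Star/Emerald II substrate · Measure – beta-arrestin recruitment to APJ as agonist activity, luminescent signal · Benchmarks – DMSO vs Apelin-13 10 nM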
# tim23-1 inh – tim23-1 yeast growth inhibition. S. cerevisiae tim23-1 growth, BacTiter-Glo luminescence, 24 h. inhibition, % at 20 µM. 330,000 tested, 1.3% active. AID 463212;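 active = growth inhibition of the mutant yeast at or above 50%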;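 note: temperature-sensitive mutant grown at 25 °C; plate controls were DMSO-treated mutant yeast for no effect and medium wells lacking yeast for full effect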
# APJ antagonist – antagonists of human APJ apelin receptor; P35414; CHO-K1 APJ beta-arrestin complementation, luminescence; inhibition, % at 20 µM; 330,000 tested, 0.32% active; AID 2521;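 active = inhibition above about 40% at 20 µM, limit read from the data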;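 note: cells challenged with 10 nM apelin-13 agonist together with compound; plate controls were apelin-13 plus DMSO wells for no effect and DMSO wells lacking apelin-13 for full effect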
# TIM10 inh – inhibits growth of TIM10 yeast strain; S. cerevisiae TIM10 strain growth, BacTiter-Glo luminescence, 24 h; 330,000 tested, 1.4% active; inhibition, % at 10 µM;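 active = inhibition of 40% or more at the single tested concentration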;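 note: wild-type TIM10 isogenic control strain grown at permissive 25 °C; 0% = DMSO yeast wells and 100% = minimal medium wells without yeast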
# Mdm2 MdmX PPI – inhibitors of human Mdm2/MdmX interaction; inhibition, % at 8 µM; O15151+Q00987; SaOS-2 split-luciferase Mdm2/MdmX complementation, luminescence; 330,000 tested, 3% active; AID 485346;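 active = inhibition of at least 50% at 8 µM in the primary screen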
# Target sequence (O15151 whole entry, looked up): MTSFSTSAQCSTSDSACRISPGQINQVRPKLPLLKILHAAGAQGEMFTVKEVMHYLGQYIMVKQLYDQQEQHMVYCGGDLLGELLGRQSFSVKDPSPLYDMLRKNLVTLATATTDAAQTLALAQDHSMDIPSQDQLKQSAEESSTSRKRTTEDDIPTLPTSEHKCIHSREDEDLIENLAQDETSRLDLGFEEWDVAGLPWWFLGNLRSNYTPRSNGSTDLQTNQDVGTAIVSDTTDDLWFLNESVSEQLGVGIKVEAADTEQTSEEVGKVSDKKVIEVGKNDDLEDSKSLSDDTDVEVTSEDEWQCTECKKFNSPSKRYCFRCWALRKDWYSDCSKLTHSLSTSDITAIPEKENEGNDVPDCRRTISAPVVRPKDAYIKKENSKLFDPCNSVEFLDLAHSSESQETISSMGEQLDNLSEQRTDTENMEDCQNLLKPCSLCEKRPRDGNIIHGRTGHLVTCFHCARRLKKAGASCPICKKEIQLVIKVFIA
# Target sequence (Q00987 whole entry, looked up): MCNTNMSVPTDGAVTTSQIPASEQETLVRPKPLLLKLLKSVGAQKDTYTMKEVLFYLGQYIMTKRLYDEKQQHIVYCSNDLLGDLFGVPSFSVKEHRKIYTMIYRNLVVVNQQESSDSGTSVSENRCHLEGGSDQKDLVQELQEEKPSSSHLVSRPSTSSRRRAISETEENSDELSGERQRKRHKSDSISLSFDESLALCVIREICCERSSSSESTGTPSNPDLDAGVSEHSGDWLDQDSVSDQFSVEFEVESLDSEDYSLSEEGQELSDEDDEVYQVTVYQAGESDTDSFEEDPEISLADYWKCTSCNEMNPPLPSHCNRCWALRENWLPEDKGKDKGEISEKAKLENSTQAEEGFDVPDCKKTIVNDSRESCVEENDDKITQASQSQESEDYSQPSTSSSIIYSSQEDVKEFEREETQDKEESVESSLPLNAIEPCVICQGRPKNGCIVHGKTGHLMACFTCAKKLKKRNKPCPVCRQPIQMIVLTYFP
# CXCR6 inh – CXCR6 (human) receptor inhibition | O00574 | CHO-K1 PathHunter CXCR6 beta-arrestin, luminescence | inhibition, % at 20 µM | 360,000 tested, 0.36% active; in the data active = inhibition above about 34%, passing the limit was not always enough;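 note: antagonist mode with CXCL16 agonist at 10 nM final; 0% = 10 nM CXCL16 with DMSO and 100% = unstimulated wells without agonist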
# UPR XBP1 act – activators of adaptive arm of unfolded protein response (XBP1); activation, % at 20 µM; 330,000 tested, 0.33% active; AID 463104; CHO-XBP1 luciferase reporter, IRE1-XBP1 UPR activation, luminescence; percent of tunicamycin response, DMSO as zero;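 active = versus positive control, 20 µM dose yields 30% or more activation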;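 note: 100% = tunicamycin at 10 µg/mL and 0% = DMSO only wells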
#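 Signal: luciferase luminescence; Assay system: CHO-XBP1 luciferase reporter cells; Amount: one thousand reporter cells per well; Dosing: 20 µM single concentration, DMSO 1%; Benchmarks: high control tunicamycin 10 µg/mL final, low control DMSO vehicle only; Schedule: 6 h compound exposure at 37 °C, 5% CO2; Evaluation: percent activation relative to tunicamycin reference.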
# Active calls of the source: *; x = not tested or not shown. An excerpt; rates above refer to the full screens.
SMILES,UPR CHOP act,tim10-1 inh,APJ ag,tim23-1 inh,APJ antagonist,TIM10 inh,Mdm2 MdmX PPI,CXCR6 inh,UPR XBP1 act
COc1ccc(-c2c(C(=O)O)c(C(=O)O)c3n2CCC3)cc1,3.3,-12,-2,-4,7,5,-4,5,1
COc1ccc(-c2cnn(C3CCS(=O)(=O)C3)c2N)cc1 (stereo not drawn),-3.1,0,-2,-3,-6,-7,-23,4,1
COc1ccccc1NCCC(=O)OCC(=O)Nc1ccccc1Cl,-1.8,-1,-3,13,-5,-3,13,-2,-2
COc1ccc(C(NC(=O)c2ccccc2F)NC(=O)c2ccccc2F)cc1,-0.6,10,0,15,10,11,18,-10,1
CCOC(=O)Cc1csc(SCC(=O)N(CC(C)C)c2c(N)n(Cc3ccccc3)c(=O)[nH]c2=O)n1,1.9,-4,1,-2,-15,-6,28,0,-3
COc1ccc(C(=O)NNC2CC(=O)N(Cc3ccc(Cl)cc3)C2=O)cc1OC (stereo not drawn),0.0,18,-1,17,-3,9,-22,-6,-4
CCO[C@@H]1OC(C(=O)NCc2nc3ccccc3[nH]2)=C[C@H](C(C)(C)C)[C@H]1CCCO,-2.6,-15,-2,1,-52,-4,54*,3,17
CCOC(=O)c1oc2ccccc2c1CSc1nnnn1-c1ccc(OC)cc1,-0.9,20,-2,-9,9,-21,28,7,1
C=C1CC2C=C(NC(C)=O)CC(C1)C2 (stereo not drawn),-0.8,-3,-2,19,1,-3,8,-5,0
Cc1ccc(OCCCC(=O)NCc2ccco2)cc1,0.2,15,-3,21,11,0,-15,0,-2
Cc1ccc(-c2cc(C(=O)N(C)CC(=O)Nc3ccccc3Br)c3ccccc3n2)o1,0.9,19,-4,22,11,20,30,8,-1
CCOC(=O)C1CCN(C=Nc2cc(C)on2)CC1,-0.3,5,-2,2,-2,-13,0,-4,-2
O=C(COc1ccc(S(=O)(=O)N2CCCC2)cc1)NCc1ccco1,-1.8,17,3,15,9,4,7,-1,-1
O=S(=O)(NCC(Nc1ccccc1)c1ccccc1)c1ccc(Cl)cc1 (stereo not drawn),0.3,0,6,10,-12,8,38,-18,-2
Cc1ccccc1C(=O)Nc1ccccc1C(=O)NCC(C)C,-2.4,24,-5,16,-1,-7,-5,7,1
CCc1ccccc1NC(=O)CNC(=O)c1cn(Cc2ccccc2)nc1-c1cccnc1,1.3,10,-4,9,-9,0,-2,11,2
O=C(CSc1nc2ccccc2c(=O)n1Cc1ccco1)Nc1cccc(O)c1,1.7,-11,-3,-2,3,16,-5,0,2
O=C(O)/C(=C\c1ccc(-c2ccccc2[N+](=O)[O-])o1)c1ccccc1,5.2,40*,-3,14,-22,12,6,-3,3
CCC(Oc1nc2ccccc2nc1-c1ccccc1NC(C)=O)C(=O)c1ccccc1 (stereo not drawn),-0.6,36,-6,20,5,6,11,10,-2
c1ccc2c(c1)ncn2-c1ccc(-c2ccnc3ncnn23)cc1,1.8,12,-2,11,12,19,10,-1,2
COc1ccc(NC(=O)CCNS(=O)(=O)c2cccc3nsnc23)cc1OC,0.5,0,1,-4,6,-12,0,3,2
C=CCNC(=S)NNC(=O)c1ccc([N+](=O)[O-])cc1,0.5,-13,-3,7,27,-6,0,20,-1
CN(C1CCCCC1)S(=O)(=O)c1ccc(C(=O)N2CCN(c3nc4ccccc4s3)CC2)cc1,-2.7,9,0,-4,-21,-33,28,-3,-1
CCC(C)C(=O)N1CCCC(c2nc(-c3cccs3)no2)C1 (stereo not drawn),3.2,29,-4,18,0,8,-7,-9,0
Clc1ccccc1N1CCN(Cc2c[nH]c3ccccc23)CC1,0.7,28,6,23,-27,23,15,-6,3

# 13 consecutive entries out of the list so far, for reference:
SMILES,UPR CHOP act,tim10-1 inh,APJ ag,tim23-1 inh,APJ antagonist,TIM10 inh,Mdm2 MdmX PPI,CXCR6 inh,UPR XBP1 act
COc1ccc(-c2c(C(=O)O)c(C(=O)O)c3n2CCC3)cc1,3.3,-12,-2,-4,7,5,-4,5,1
COc1ccc(-c2cnn(C3CCS(=O)(=O)C3)c2N)cc1 (stereo not drawn),-3.1,0,-2,-3,-6,-7,-23,4,1
COc1ccccc1NCCC(=O)OCC(=O)Nc1ccccc1Cl,-1.8,-1,-3,13,-5,-3,13,-2,-2
COc1ccc(C(NC(=O)c2ccccc2F)NC(=O)c2ccccc2F)cc1,-0.6,10,0,15,10,11,18,-10,1
CCOC(=O)Cc1csc(SCC(=O)N(CC(C)C)c2c(N)n(Cc3ccccc3)c(=O)[nH]c2=O)n1,1.9,-4,1,-2,-15,-6,28,0,-3
COc1ccc(C(=O)NNC2CC(=O)N(Cc3ccc(Cl)cc3)C2=O)cc1OC (stereo not drawn),0.0,18,-1,17,-3,9,-22,-6,-4
CCO[C@@H]1OC(C(=O)NCc2nc3ccccc3[nH]2)=C[C@H](C(C)(C)C)[C@H]1CCCO,-2.6,-15,-2,1,-52,-4,54*,3,17
CCOC(=O)c1oc2ccccc2c1CSc1nnnn1-c1ccc(OC)cc1,-0.9,20,-2,-9,9,-21,28,7,1
C=C1CC2C=C(NC(C)=O)CC(C1)C2 (stereo not drawn),-0.8,-3,-2,19,1,-3,8,-5,0
Cc1ccc(OCCCC(=O)NCc2ccco2)cc1,0.2,15,-3,21,11,0,-15,0,-2
Cc1ccc(-c2cc(C(=O)N(C)CC(=O)Nc3ccccc3Br)c3ccccc3n2)o1,0.9,19,-4,22,11,20,30,8,-1
CCOC(=O)C1CCN(C=Nc2cc(C)on2)CC1,-0.3,5,-2,2,-2,-13,0,-4,-2
O=C(COc1ccc(S(=O)(=O)N2CCCC2)cc1)NCc1ccco1,-1.8,17,3,15,9,4,7,-1,-1

# Further results follow.
SMILES,UPR CHOP act,tim10-1 inh,APJ ag,tim23-1 inh,APJ antagonist,TIM10 inh,Mdm2 MdmX PPI,CXCR6 inh,UPR XBP1 act
CN(C)CCOC1c2ccccc2C=Cc2ccccc21,0.1,10,4,9,-7,-3,-14,x,-2
C/C(=N\NC(=O)Cc1ccc([N+](=O)[O-])cc1)c1cccnc1,0.1,-13,0,-12,-35,-3,24,3,-6
Cc1ccc(Cl)cc1NC(=O)NCCN1CCCCC1,2.0,7,-2,11,-3,-6,9,-7,-5
Cc1cc(N2C(=O)C(O)=C(C(=O)c3cc4ccccc4o3)C2c2ccc(Br)cc2)no1 (stereo not drawn),-1.2,15,-2,13,1,-2,17,15,0
COc1cc(S(=O)(=O)N2CCN(Cc3ccccc3)CC2)ccc1Br,-0.6,19,-2,22,9,13,12,-3,-4
O=S(=O)([N-]c1nc2ccccc2nc1-[n+]1ccccc1)c1ccccc1,2.2,24,-3,0,-6,-4,6,-6,-1
Cc1nn(C2CCS(=O)(=O)C2)c(Cl)c1/C=C/C(=O)OCC(=O)Nc1ccccc1[N+](=O)[O-] (stereo not drawn),-1.0,-8,3,-13,-25,-15,16,-2,4
NS(=O)(=O)c1ccc(CCNCc2cccs2)cc1,-1.5,-15,-2,6,-2,-12,9,0,-1
O=C(COc1ccc(Cl)cc1Cl)NN1C(=O)C2C3C=CC(C3)C2C1=O (stereo not drawn),0.6,15,0,11,-3,17,19,-4,-4
COc1ccc(OC)c(N(CC(N)=O)S(=O)(=O)c2ccc(OC)c(OC)c2)c1,0.4,9,-4,5,14,11,19,-6,0
COCC(C)n1c(SCc2ccc(C(=O)OC)o2)nc2ccccc2c1=O (stereo not drawn),-1.6,0,-3,0,2,6,39,-4,-2
O=C(NCCCN1CCN(CCCNC(=O)c2cccc(Cl)c2)CC1)c1cccc(Cl)c1,3.5,3,-1,-6,5,12,7,2,-3
O=C(COC(=O)CSCC(=O)N1CCCCC1)Nc1ccc(Cl)cc1,-1.7,21,-1,12,-3,5,5,-9,0
Cc1cc(NC(=O)COC(=O)c2ccc(S(=O)(=O)N3CCCc4ccccc43)cc2)no1,1.4,13,-3,21,-3,3,41,1,-3
Nn1c(SCC(=O)Nc2ccc(F)cc2)nnc1-c1ccccn1,3.0,10,-9,0,-2,-17,6,-3,0
CC(C)(C)c1cc2cccnc2n1Cc1cccc(F)c1,-0.7,-6,-2,-45,16,-19,12,2,-2
COc1ccc(-n2ccc3ccccc32)cc1,5.0,-3,-2,1,-1,1,13,6,0
CSC1=NC(C)N2C(SC)=NC(C)N12 (stereo not drawn),-0.3,3,2,14,-21,10,4,-5,2
CCn1c(SCC(=O)N2CCc3ccccc32)nc2c(c1=O)SC(C)C2 (stereo not drawn),4.3,4,2,-9,15,-11,22,3,0
CCOCCn1c(CN(Cc2ccccc2)Cc2ccccc2)nc2c1c(=O)[nH]c(=O)n2C,-1.1,25,1,15,-13,7,9,5,2
CSCCC(NC(=O)c1ccco1)C(=O)OCC(=O)Nc1ncc(Cl)c(C)c1Cl (stereo not drawn),2.0,12,-1,8,12,5,16,-1,-4
O=S(=O)(Nc1nccs1)c1cc(Cl)ccc1Cl,-0.4,19,-2,12,12,13,-20,6,-3
C=CCn1c(Oc2ccccc2)nc2c1c(=O)n(C)c(=O)n2C,-1.6,-13,-1,-9,-8,-12,18,-8,0
CCOCC(=O)Nc1cc(C(=O)OC)cc(C(=O)OC)c1,3.2,8,-2,9,19,6,-29,2,0
COc1ccc(Br)c2oc(S)cc(=O)c12,-1.1,4,-3,7,-2,5,3,11,-2

# Additional structures:
SMILES,UPR CHOP act,tim10-1 inh,APJ ag,tim23-1 inh,APJ antagonist,TIM10 inh,Mdm2 MdmX PPI,CXCR6 inh,UPR XBP1 act
COC(=O)c1nc(N)sc1-c1ccc(OC)cc1,0.8,16,1,2,11,8,31,-1,-1
Cc1cc(S(=O)(=O)NCc2ccccc2)ccc1OCC(=O)Nc1cccc([N+](=O)[O-])c1,4.7,-1,4,-9,-9,7,47,-15,-4
COc1cccc(C(=O)Nc2ccc(Oc3cccc(C(F)(F)F)c3)nc2)c1,0.1,-4,-2,13,-12,14,42,-12,-1
COC(=O)c1c(NC(=O)CSc2nnc(C)c(=O)[nH]2)sc(C)c1C,0.0,29,0,20,3,5,-21,0,-3
Cc1cc(C(=O)CCC(=O)N2CCN(S(=O)(=O)c3ccccc3)CC2)c(C)s1,-1.7,27,5,19,-22,12,21,-3,-5
COc1cc2ccccc2cc1C(=O)Nc1ccc(N2CCOCC2)cc1,0.8,2,-1,9,4,-13,-24,-1,2
Cc1cc(C(=O)NC(C)Cc2ccccc2)cc(C)c1[N+](=O)[O-] (stereo not drawn),-0.6,27,-2,13,0,0,-3,-3,-2
O=C(COc1ccc(Br)cc1Cl)NNC(=O)c1ccccc1,-1.2,-4,-4,-5,7,7,-18,-6,3
O=C(NNC(=S)NC(=O)c1ccco1)c1ccc(F)cc1,-2.5,-2,-3,-47,17,8,-4,-6,-1
